Screening results (PubChem)
PPARg SRC-2 ag: agonists of SRC-2 recruitment by human PPARgamma; P37231; PPARgamma LBD-SRC-2 recruitment, biochemical; activation, % at 8 µM; hit rate 0.34% among 200,000; AID 1032; in the data active = activation above about 22%;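 also: 0% = vehicle and 100% = reference agonist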
Target sequence (P37231 whole entry, looked up, the tested form may be a part): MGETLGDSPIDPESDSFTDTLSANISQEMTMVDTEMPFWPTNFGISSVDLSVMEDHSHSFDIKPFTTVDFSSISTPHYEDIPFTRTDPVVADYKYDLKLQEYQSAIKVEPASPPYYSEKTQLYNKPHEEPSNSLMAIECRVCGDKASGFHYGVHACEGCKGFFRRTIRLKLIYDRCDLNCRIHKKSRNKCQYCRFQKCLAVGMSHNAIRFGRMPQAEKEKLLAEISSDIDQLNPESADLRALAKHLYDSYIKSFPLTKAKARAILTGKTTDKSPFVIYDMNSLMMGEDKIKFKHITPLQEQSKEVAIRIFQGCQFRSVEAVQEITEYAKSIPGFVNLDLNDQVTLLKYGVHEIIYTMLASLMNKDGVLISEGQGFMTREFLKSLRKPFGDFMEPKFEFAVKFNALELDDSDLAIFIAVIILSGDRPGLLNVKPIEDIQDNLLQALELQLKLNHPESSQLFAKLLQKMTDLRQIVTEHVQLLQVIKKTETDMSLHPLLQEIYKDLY
bIAP activator: increases bovine intestinal alkaline phosphatase activity | purified bovine IAP, CDP-star luminescence, 30 min; hits give high values; fold of DMSO-control signal, blank-subtracted | activation factor at 20 µM | hit rate 0.17% among 200,000;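 active = activation factor of 2 or more at 20 µM, a signal rise over negative controls twice the positive control's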
SRC2 TRFRET art: flags TR-FRET format artefacts in PPARgamma SRC-2 recruitment agonist screen; TR-FRET artefact counter-screen; hits give high values; TR-FRET ratio at 8 µM; hit rate 0.4% among 200,000; AID 1049; in the data active = TR-FRET ratio above about 2000; also: inactives centre near 1500
PPARg SRC-3 ag: agonists of human PPARgamma SRC-3 coactivator recruitment; P37231; biochemical PPARgamma/SRC-3 coactivator recruitment assay; activation, % at 8 µM; hit rate 0.26% among 200,000; AID 731; in the data active = activation above about 23%;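 also: 0% = DMSO and 100% = reference agonist; some compounds past the cut are filed as inactive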
TNAP inh no acc: blocks human TNAP activity with no phosphate acceptor present; AID 1012; purified TNAP, CDP-star luminescence, 30 min; inhibition, % at 20 µM; hit rate 0.26% among 200,000; P05186;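 active = tissue-nonspecific alkaline phosphatase inhibition above about 50% at 20 µM in the single-dose screen, limit read from the data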;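 also: 0% = DMSO negative control and 100% = EDTA positive control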
Target sequence (P05186 whole entry, looked up): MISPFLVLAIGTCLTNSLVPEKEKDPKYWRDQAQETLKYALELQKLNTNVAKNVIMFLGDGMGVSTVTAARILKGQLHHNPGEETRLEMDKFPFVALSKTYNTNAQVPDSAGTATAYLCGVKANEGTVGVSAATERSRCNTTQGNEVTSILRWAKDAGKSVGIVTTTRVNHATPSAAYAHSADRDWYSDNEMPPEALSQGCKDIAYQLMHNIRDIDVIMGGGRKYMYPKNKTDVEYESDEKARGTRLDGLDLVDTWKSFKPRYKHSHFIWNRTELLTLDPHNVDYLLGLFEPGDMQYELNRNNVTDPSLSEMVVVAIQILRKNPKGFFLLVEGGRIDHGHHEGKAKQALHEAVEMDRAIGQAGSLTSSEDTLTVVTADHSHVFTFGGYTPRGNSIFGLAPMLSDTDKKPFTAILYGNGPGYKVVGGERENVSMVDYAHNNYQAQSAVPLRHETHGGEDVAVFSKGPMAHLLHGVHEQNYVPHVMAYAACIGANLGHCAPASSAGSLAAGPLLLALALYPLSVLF
TNAP act hi DEA: activators of human TNAP at high phosphate acceptor concentration; purified TNAP, CDP-star luminescence, 1 M DEA, 30 min; hits give high values; 0 = EDTA background, 1 = DMSO-only activity; 200,000 tested, under 10 active; activation factor at 20 µM; AID 1136; P05186;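 active = activation factor at least 2 at 20 µM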
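Measured by: Luminescent substrate turnover signal | Test system: Human TNAP | Input: TNAP 1/800 final | Dosing: 20 µM single point | Schedule: 30 min, room temperature | Controls: EDTA wells as negative control, DMSO wells as positive control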
Efa HMGR inh: E. faecalis class II HMG-CoA reductase inhibition; inhibition, % at 10 µM; hit rate 0.41% among 190,000; purified E. faecalis HMGR, NADPH absorbance 340 nm kinetic;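 active = inhibition above a set limit, the median over all tested compounds plus 3 SD, cut at about 9.5% in these data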;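 also: enzyme runs in reverse so mevalonate oxidation gives rising NADPH absorbance; 0% = complete reaction with DMSO and 100% = background rate lacking mevalonate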
bIAP inh: intestinal alkaline phosphatase (bovine) inhibition; purified bovine IAP, CDP-star luminescence, 30 min; inhibition, % at 20 µM; 190,000 tested, under 10 active; AID 1019;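 active = over 50% inhibition of intestinal alkaline phosphatase at 20 µM in the single-dose screen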
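System: purified bovine intestinal alkaline phosphatase (IAP) enzyme; Input: IAP diluted 1/65,000,000 in the well; Measured by: CDP-star luminescence signal; Compound dosing: 20 µM single dose; Incubation: 30 min reaction at room temperature.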
PPARg SRC-1 ag: PPARgamma-driven SRC-1 recruitment agonism. PPARgamma-SRC-1 coactivator recruitment biochemical assay. activation, % at 8 µM. hit rate 0.41% among 200,000; in the data active = activation above about 19%;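 also: 0% = DMSO and 100% = reference agonist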
TNAP inh hi DEA: blocks human TNAP under high phosphate acceptor concentration | hit rate 0.03% among 200,000 | inhibition, % at 20 µM | purified TNAP, CDP-star luminescence, 1 M DEA | P05186;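 active = over 50% inhibition of tissue-nonspecific alkaline phosphatase at 20 µM in the single-dose screen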;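 also: plate controls were DMSO wells for no effect and EDTA-quenched wells as full inhibition for full effect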
Starred values were filed as active, the others as inactive; . = no result given.

Compound	PPARg SRC-2 ag	bIAP activator	SRC2 TRFRET art	PPARg SRC-3 ag	TNAP inh no acc	TNAP act hi DEA	Efa HMGR inh	bIAP inh	PPARg SRC-1 ag	TNAP inh hi DEA
CCN(CC)c1ccc(C(=O)N2CCN(Cc3ccccc3)CC2)cc1	4.9	0.9	1581	0.9	-3.5	1	-0.5	9.0	3.2	-1.6
Cc1ccc2[nH]c(=O)c(CN(CC3CCCO3)C(=S)Nc3ccccc3)cc2c1 (stereo not drawn)	3.3	0.8	1589	0.5	-4.8	1	-1.9	19.0	2.1	4.2
COc1ccccc1N(C)S(=O)(=O)c1ccc(C(=O)OCC(=O)N2CCC2)cc1	-0.2	1.1	1413	-3.9	-0.9	1	-3.5	-15.0	4.4	-0.2
COC(=O)C[N+](C)(C)CC#Cc1ccccc1	-3.6	1.1	1481	1.1	-3.3	1	-3.1	-8.5	1.8	-2.9
COC(=O)C(=Nc1ccccc1)/C(C(=O)C(=O)N(C)c1ccccc1)=C(\O)c1ccc(Cl)cc1	-6.7	1.1	1572	5.0	-11.7	1	12.8*	-14.3	7.5	-1.7
CCC1CCCCN1Cc1ccc(CNS(=O)(=O)c2ccc3c(c2)oc(=O)n3C)o1 (stereo not drawn)	0.5	1	1778	4.7	-8.7	1	0.4	4.6	0.1	0.1
COc1ccc(/C=C/C(=O)Oc2ccc(C)c(C)c2)cc1OC	-1.4	0.9	1294	1.7	-13.8	1	-5.0	14.4	-12.8	-4.8
COCCCN1C(=O)C(=O)/C(=C(/O)c2ccc(OC)cc2)C1c1ccc(O)c(OC)c1 (stereo not drawn)	-3.8	1	1763	5.0	1.0	1	11.9*	2.6	3.5	-1.1
O=C(CCSc1nc(-c2ccco2)cc(C(F)(F)F)n1)NCc1cccs1	11.0	0.9	1735	9.2	-5.2	1	-3.9	5.1	4.3	-0.9
CCSc1nc(O)c(CC)c(=O)n1C(C)CC (stereo not drawn)	-5.1	1	1491	8.9	-6.6	1	-3.2	4.0	2.0	1.9
CCCC1Cc2nc(N3CCCCC3)c(C#N)cc2CO1 (stereo not drawn)	12.0	1	1527	9.2	-9.1	1	4.6	-1.2	5.3	-3.0
CCOC(=O)c1c(C)[nH]c(C(=O)N2CCN(c3ccc(OC)cc3)CC2)c1C	3.0	1.1	1640	3.4	-19.4	1	-5.7	-10.7	-4.9	-1.7
O=C(/C=C/c1cccc([N+](=O)[O-])c1)NCCSCc1ccccc1Cl	1.3	1	1601	-2.1	-22.1	1	-1.4	3.0	3.8	3.0
OCCC1CN(Cc2ccc(-c3ccco3)cc2)CCN1Cc1ccsc1 (stereo not drawn)	-1.4	1	1538	-0.2	-0.9	1	-2.0	-3.4	-8.2	2.3
Cc1ccc(NC(=O)CN(C)C(=O)Cn2ccsc2=N)cc1	8.0	1	1582	-1.6	-7.1	1	-4.0	3.1	1.8	-2.2
N#CC1=C(SCC(=O)Nc2ccccc2)NC(=O)CC1c1ccco1 (stereo not drawn)	-2.3	.	1621	7.5	.	.	-0.9	.	-5.0	.
CCN(CC)c1ccc(NC(=O)c2cc(OC)cc(OC)c2)c(C)c1	11.5	0.9	1493	5.3	-8.0	1.1	2.4	6.8	9.9	-6.6
COc1cc2c(cc1OC)/C(=C/c1ccc(Cl)cc1)C(=O)OC2	4.8	0.7	1585	4.6	-4.1	1	-0.9	25.2	6.2	-2.5
COc1ccc(C(=O)Nc2n[nH]c(-c3ccncc3)n2)cc1	1.2	1	1389	0.0	91.8*	1	2.6	1.4	7.0	2.0
CCCCCCn1c(C(C)O)nc2ccccc21 (stereo not drawn)	3.6	0.9	1571	-2.8	-1.2	1	0.4	5.9	5.9	0.7
Cc1[nH][nH]c(=O)c1C(c1ccc(-c2ccc(F)cc2)o1)c1c(C)[nH][nH]c1=O	14.4	1	1619	9.4	-33.9	1	2.2	-3.6	4.7	3.2
CC(=O)Nc1ccc(NC(=S)NC(=O)c2oc3ccccc3c2C)cc1	0.1	0.9	1754	-3.9	-1.0	1	-4.9	11.9	4.4	-4.5
COc1ccc(CC(=O)N2CCCc3ccccc32)cc1OC	5.1	1	1430	1.8	-11.0	1.1	0.9	3.1	0.5	-9.1
Cc1cc(C)c2nc(N)sc2c1	5.1	1	1449	8.5	-3.6	1	-0.7	4.0	2.4	0.9
COC(=O)c1sccc1NC(=O)c1csc2c1CCCC2	4.3	0.8	1659	2.7	-4.8	1	-6.0	15.0	3.6	-3.6
COc1ccc([N+](=O)[O-])cc1N1C(=O)c2cccc3cccc(c23)C1=O	0.0	0.8	1447	-0.4	-7.3	1	0.7	21.5	2.6	0.3
Cc1ccc(-n2nnnc2SCC(=O)NC(C(=O)O)(c2ccccc2)c2ccccc2)cc1C	-0.7	1	1371	0.5	-12.8	1	-0.2	4.1	0.1	-1.7
Cc1ccc(/C=N/NC(=O)c2sccc2OCc2ccc(F)cc2)cc1	8.5	1	1654	16.3	2.1	1.1	-3.6	3.8	7.2	-6.5
Cc1ccc(Cl)cc1NC(=O)C(Cc1ccccc1)N1C(=O)C2C3CCC(C3)C2C1=O (stereo not drawn)	-1.8	0.8	1504	-0.3	-21.4	1	0.8	19.0	-3.7	-4.2
O=C(Nc1ncc2c(n1)-c1ccccc1CC2)c1ccc(Cl)cc1	9.6	1	1550	1.4	-3.7	1	0.9	3.2	15.4	2.7
CCCN(CCC)CC(O)Cn1cc(/C=C/C(=O)c2cccs2)c2ccccc21 (stereo not drawn)	-3.6	0.3	1480	-0.9	-0.9	0.9	-3.5	.	-2.4	12.2
Cc1ccc(NC(=O)c2c3c(nc4ccccc24)CCC3)cc1S(=O)(=O)N(C)C	3.0	1.1	1674	-3.0	-6.0	1	-2.5	-7.4	0.4	0.3
CCc1cc2c(NCc3ccco3)ncnc2s1	6.1	0.9	1658	-0.6	-9.9	1.1	-0.7	11.7	5.7	-10.9
CC1(C(=O)NC2CCCCCCC2)CCC(=O)N1Cc1cccs1 (stereo not drawn)	-2.9	1	1443	8.9	-15.4	1	-0.2	0.2	-0.2	-4.2
O=C(CSc1nnc(-c2cccnc2)n1CCc1ccccc1)NCc1ccccc1	0.2	0.9	1558	-8.0	-10.0	1	-5.1	5.4	-0.9	-3.9
Cc1ccc(-n2ncc(C#N)c2/N=C/N2CCN(C)CC2)cc1	4.0	0.9	1656	7.8	-16.6	1.1	-0.6	13.3	2.8	-7.2
COc1ccc(Cn2c(-c3ccc(C)cc3)c[n+]3ccccc23)cc1	0.2	0.9	1493	4.2	2.3	1	-1.3	14.6	2.6	-1.6
CC(C)COc1ccc(CNC(=S)NCc2ccccc2)cc1	0.5	0.7	1462	-5.1	-34.1	1.1	0.5	34.8	-0.9	-14.7
O=C(O)C1Sc2[nH]c(=O)sc2C2c3ccc(O)cc3OC(=O)C12 (stereo not drawn)	4.4	1	1729	2.7	-14.1	1	-0.2	2.9	9.8	-0.2
CC(C)CCNC(=O)C(c1ccco1)N(Cc1ccccc1)C(=O)c1snc(C(N)=O)c1N (stereo not drawn)	-1.7	1	1668	4.8	-14.7	1.1	-1.2	-2.3	8.8	-8.5
CC(/C=N/N1CCN(c2ccc(C)cc2)CC1)=C\c1ccccc1	7.7	0.9	1630	1.4	-14.6	1	-2.3	6.2	-2.0	-2.2
COc1ccc(CNC(=O)CSc2cc(=O)n(C)c3ccccc23)cc1	25.5*	1.1	2425*	24.2*	-18.0	1	-4.7	-6.9	39.8*	-2.9
Cc1cc(C)n2nc(C(=O)OCCOc3ccc(Br)cc3)nc2n1	2.2	0.9	1404	-4.2	-11.4	1	0.2	5.3	-4.9	-4.1
CCOC(=O)c1cc2c(C)nn(-c3ccccc3)c2s1	-1.3	1.1	1608	5.6	-4.4	1	-6.0	-6.4	3.7	3.1
O=C(CSc1nnc(-c2ccc(Cl)cc2)o1)N1CCN(c2ccccc2)CC1	.	0.9	.	.	-10.2	1	.	8.8	.	-3.6
Cc1c(NC(=O)C(C)Sc2nnc(-c3ccccc3)o2)c(=O)n(-c2ccccc2)n1C (stereo not drawn)	-1.5	1.4	1316	-9.3	-19.4	1.1	-1.5	-39.1	-0.5	-5.3
Cc1cnc(C(=O)Nc2ccccc2-c2nnn(CC(=O)NC3CCCC3)n2)cn1	1.0	1.1	1761	-2.2	-7.3	1	-3.4	-8.3	8.1	-1.5
Cc1ccc(NC(=O)CNCc2ccccc2)cc1Br	9.9	0.9	1481	-1.1	-13.6	1	-5.5	8.7	3.9	-2.4
CCCCCC(=O)NNC(=S)NC(=O)c1cccc([N+](=O)[O-])c1	13.5	1	1751	4.0	-1.6	1	-4.2	-3.6	-1.3	0.8
COCCN(CC(=O)NCc1ccc(F)cc1)C(=O)CCC(=O)Nc1ccccn1	-3.3	0.9	1461	-3.6	-11.3	1.1	-6.0	10.8	1.5	-5.7
COc1ccc(C(=O)Nc2cccc(S(C)(=O)=O)c2)cc1OC	-5.0	1	1691	-1.2	-8.7	1	-1.2	0.3	-0.4	-3.7
NC(N)=N/N=C/c1ccc(OCc2ccc(Cl)cc2)cc1	8.6	1.1	1684	9.0	2.3	1	0.6	-5.9	-5.3	4.8
NNC(=O)c1nnn(-c2nonc2N)c1-c1cccs1	-5.2	1	1620	2.9	-11.8	1	-0.6	0.6	8.2	-2.2
C/C(CC(=O)NC12CC3CC(CC(C3)C1)C2)=N\NC(=O)Cc1cccs1	-7.6	1.1	1476	5.5	-9.6	1	-0.1	-7.8	-3.2	-1.4
O=c1cc(N2CCCCC2)c(-c2ccccc2)nn1Cc1c(Cl)cccc1Cl	-6.7	0.9	1380	-6.9	3.7	1	-1.1	14.3	-8.5	4.4
Cc1ccccc1NS(=O)(=O)c1cc(S(C)(=O)=O)ccc1C	-5.1	0.6	1482	-0.1	-13.4	1	-0.7	38.6	0.5	-2.6
CNC(=S)/N=C/NOCc1c(Cl)cccc1Cl	1.6	1	1677	4.0	-5.0	1	1.1	-1.7	3.0	-1.8
C[C@H](NS(=O)(=O)c1ccccc1)C(=O)OCC(=O)NC(=O)Nc1ccc2c(c1)OCCO2	-7.0	1	1467	2.9	-3.4	1	0.4	2.4	0.7	-2.3

Profiles, looked up by structure. Order of screens: PPARg SRC-2 ag | bIAP activator | SRC2 TRFRET art | PPARg SRC-3 ag | TNAP inh no acc | TNAP act hi DEA | Efa HMGR inh | bIAP inh | PPARg SRC-1 ag | TNAP inh hi DEA
Shown for `COc1ccc(C(=O)Nc2n[nH]c(-c3ccncc3)n2)cc1` = 1.2 | 1 | 1389 | 0.0 | 91.8* | 1 | 2.6 | 1.4 | 7.0 | 2.0
Shown for `O=C(CSc1nnc(-c2cccnc2)n1CCc1ccccc1)NCc1ccccc1` = 0.2 | 0.9 | 1558 | -8.0 | -10.0 | 1 | -5.1 | 5.4 | -0.9 | -3.9
Shown for `O=C(Nc1ncc2c(n1)-c1ccccc1CC2)c1ccc(Cl)cc1` = 9.6 | 1 | 1550 | 1.4 | -3.7 | 1 | 0.9 | 3.2 | 15.4 | 2.7
